# Source: PubChem (National Center for Advancing Translational Sciences (NCATS))
# GLA spleen mod = qHTS Assay for Inhibitors and Activators of Human alpha-Galactosidase From Spleen Homogenate; Alpha-galactosidase A (Homo sapiens), P06280; human spleen homogenate, 4MU-alpha-Gal fluorescence, 40 min; Potency, µM (top dose mostly 80 µM), inactives show at the top dose activity change, negative = inhibition, usual class: inhibitors; hit rate 0.008% among 240,000; AID 2107, 2009;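 note: potency is the fitted concentration of half-maximal effect; 0% = enzyme with vehicle and -100% = no enzyme basal signal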
# Target sequence (P06280 32-429 limits assumed): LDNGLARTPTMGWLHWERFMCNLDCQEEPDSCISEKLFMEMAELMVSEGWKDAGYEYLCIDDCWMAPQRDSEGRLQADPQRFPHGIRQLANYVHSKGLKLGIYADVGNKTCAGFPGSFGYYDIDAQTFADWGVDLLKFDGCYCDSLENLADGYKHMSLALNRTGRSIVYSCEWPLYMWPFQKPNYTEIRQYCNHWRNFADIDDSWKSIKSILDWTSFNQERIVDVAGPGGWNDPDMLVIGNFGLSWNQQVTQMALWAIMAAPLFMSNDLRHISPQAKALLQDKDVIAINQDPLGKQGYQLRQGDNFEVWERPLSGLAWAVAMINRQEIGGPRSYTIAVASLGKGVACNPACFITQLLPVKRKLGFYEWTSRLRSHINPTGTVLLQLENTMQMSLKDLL
#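 Human spleen homogenate (1 ug) as enzyme source, 4-methylumbelliferyl-alpha-D-galactopyranoside 1 mM final, citrate/phosphate pH 5.0 with 0.01% Tween-20. Compounds 40 min at 37C, NaOH/glycine stop; fluorescence Ex 365/Em 440, Hill-fit AC50.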
# IMPase Li inh = qHTS Assay for Identifying the Cell-Membrane Permeable IMPase Inhibitors: Potentiation with Lithium. CHO-M1 cells, IP1 TR-FRET (IP-One), carbachol + lithium. Potency, µM (highest dose often 59.4 µM), for inactives: top-dose activity, negative = IMPase inhibition, hits mostly inhibitors. hit rate 0.35% among 210,000. AID 1457, 2008;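 note: IP1 builds up when IMPase is blocked and the TR-FRET signal falls; potency is the fitted concentration of half-maximal effect; plate controls were basal vehicle for no effect and high inhibitor control for full effect; nearly all actives have a fitted effect of over 50% in size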
#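 CHO-M1, 2000 cells/well, 16–30 h culture; cpd + low Li+, 30 min 37C; lysis with d2-IP1/Eu-anti-IP1 Ab, 10 min RT; TR-FRET 665/620 ratio and 620 channel; AC50 via Hill.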
# Epigenetic derep = Quantitative High-Throughput Screen for Regulators of Epigenetic Control; hit rate 0.2% among 280,000; murine LDR cells, GFP reporter derepression, 30 h; Potency, µM (highest dose often 53.9 µM), without a hit: at the highest dose GFP activation, most hits filed as activators; AID 1865, 2009; note: potency is the fitted concentration of half-maximal effect; % of control where 0% means no effect; nearly all actives have a fitted effect of over 60% in size
#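 Murine LDR cells carrying a silenced, genomically integrated CMV-driven GFP reporter were exposed to compound for 30 hours at 37 C. After PBS washes, GFP-positive cells (20–120 um objects) were counted by laser-scanning microplate cytometry.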
# KinaseGlo FLuc = Counterscreen for Luciferase (Kinase-Glo TM) Inhibition; AID 1379, 2008; Kinase-Glo luciferase, ATP luminescence, 8 min; hit rate 0.28% among 200,000; Potency, µM (series often up to 38.3 µM), for the others: at the top dose activity change, negative = inhibition, most hits filed as inhibitors; note: potency is the fitted concentration of half-maximal effect; % is set by controls: 0 for no effect and ±100 for the full control effect; nearly all actives have a fitted effect of over 60% in size
#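 Substrate mix (final 50 mM imidazole pH 7.2, 50 mM KCl, 7 mM MgCl2, 10 uM ATP, 0.01% Tween 20, 0.05% BSA) plus pin-tool compound, then Kinase-Glo detection mix; 8 min ambient, luminescence read.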
# NPSR antagonist = qHTS Assay for Antagonists of the Neuropeptide S Receptor: cAMP Signal Transduction | CHO-NPSR cells, cAMP TR-FRET, antagonist mode | Potency, µM (doses to about 38.3 µM), inactives show at the top dose activity change, negative = inhibition, hits mostly inhibitors | hit rate 1% among 220,000; note: potency is the fitted concentration of half-maximal effect; % is set by controls: 0 for no effect and ±100 for the full control effect; nearly all actives have a fitted effect of over 50% in size; many of its hits are not listed in these tables
# CBFb-RUNX1 inh = qHTS Assay for Compounds Blocking the Interaction Between CBF-beta and RUNX1 for the Treatment of Acute Myeloid Leukemia; Runt-related transcription factor 1 (Homo sapiens) + Core-binding factor subunit beta …; AlphaScreen CBFb-His/RUNX1-biotin binding, biochemical; Potency, µM (series often up to 59.8 µM), for the others: at the top dose activity, negative = inhibition, usual class: inhibitors; 230,000 tested, under 10 active; AID 1477, 2009; note: % of control where 0% means no effect
# Target sequence (Q01196 whole entry, looked up): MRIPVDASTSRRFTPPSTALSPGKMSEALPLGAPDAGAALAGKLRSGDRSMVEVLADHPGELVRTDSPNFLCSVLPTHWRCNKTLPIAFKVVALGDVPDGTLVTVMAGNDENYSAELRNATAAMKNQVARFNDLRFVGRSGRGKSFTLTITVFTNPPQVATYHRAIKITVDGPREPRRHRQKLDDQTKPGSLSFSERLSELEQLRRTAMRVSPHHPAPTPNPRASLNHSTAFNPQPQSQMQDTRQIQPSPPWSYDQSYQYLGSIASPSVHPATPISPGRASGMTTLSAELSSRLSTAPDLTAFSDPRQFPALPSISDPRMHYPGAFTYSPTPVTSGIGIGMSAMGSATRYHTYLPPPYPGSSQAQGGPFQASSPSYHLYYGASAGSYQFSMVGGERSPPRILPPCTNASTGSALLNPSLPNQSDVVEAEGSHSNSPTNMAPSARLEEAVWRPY
# Target sequence (Q13951 whole entry, looked up): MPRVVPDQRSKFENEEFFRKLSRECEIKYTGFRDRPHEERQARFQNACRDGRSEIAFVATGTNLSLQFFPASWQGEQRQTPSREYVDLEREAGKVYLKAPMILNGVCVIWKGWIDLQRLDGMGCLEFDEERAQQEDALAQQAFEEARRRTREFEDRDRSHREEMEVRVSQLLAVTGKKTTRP
#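 Compounds were screened at multiple concentrations against a preformed CBF-beta(His)/RUNX1(biotin) complex (30 nM of each) for 15 min at room temperature, followed by 90 min with nickel and streptavidin beads and AlphaScreen reading.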
# LMNA splice mod = qHTS Assay for Modulators of Lamin A Splicing | AID 1487, 2009 | hit rate 0.01% among 200,000 | Potency, µM (highest dose often 46.1 µM), for the others: at the highest dose ratio change, negative = inhibition, usual class: inhibitors | HeLa LMNA splicing GFP/RFP minigene ratio, 48 h; active = well fitted inhibition curve with a large enough effect in the signal ratio, with a control signal flat, not every such curve was filed as active; inconclusive = small, poorly fitted or top-dose-only effect, or effect the other way, or a change in a side signal; the % refers to the signal ratio; note: potency is the fitted concentration of half-maximal effect; % is set by controls: 0 for no effect and ±100 for the full control effect
#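 S3 HeLa cells stably expressing lamin A-EGFP splicing minigene plus DsRed2, 600 cells/well, 48 h compound exposure at 37C. Laser-scanning cytometry; analysed as GFP (500-530 nm)/RFP (575-640 nm) total intensity ratio; 0.5% DMSO vehicle.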
# An asterisk follows results filed as active; u = inconclusive; x = no result given; & = joins results of further samples; [ ] = another dose, or the depositor's remark. Unless noted, calls come from the whole dose curve; as a rule, active = well fitted curve in the direction sought with a large enough effect; inconclusive = small, poorly fitted or top-dose-only effect, or another doubt; inactive = no such curve, though single readings can be large; an effect the other way counts as inactive or inconclusive.
1	CCOc1ccc(OCc2cccc(C(=O)N3CCCCCC3)c2)cc1
2	COC(=O)Cc1[nH]nc2c1C(c1ccc(O)c(OC)c1)C(C#N)=C(N)O2 (stereo not given)
3	Cc1noc(C)c1C(=O)OCC(=O)Nc1ccc(C(N)=O)cc1
4	CNCCCCOc1ccccc1Cc1ccccc1
5	O=[N+]([O-])c1ccc(-c2nc3ccc([N+](=O)[O-])cc3[nH]2)cc1
6	Cc1cccc(C2=N[C@@H](Cc3ccccc3)CO2)c1
7	O=C(Nc1cccc(Cl)c1)NC1CCCCC1
8	CC(=O)N1CCN(S(=O)(=O)c2cccc(C(=O)Nc3ccccc3N3CCOCC3)c2)CC1
9	O=C(CSc1nnc(-c2ccccc2F)n1C1CC1)NC(=O)c1cccc([N+](=O)[O-])c1
10	C=CCNC1=C(Cl)C(=O)N(c2ccccc2Cl)C1=O

Screen / compound no.	1	2	3	4	5	6	7	8	9	10
GLA spleen mod	2%	8%	-1%	8%&4%	-11%	26%[119 µM]	2%	1%	-2%	5%
IMPase Li inh	6%	x	u	8%	10%[38.3 µM]	2%	10%[38.3 µM]	2%	-1%	-9%[38.3 µM]
Epigenetic derep	1.1%	1.1%	-2.8%	0.0%&5.1%	-1.5%	-4.6%[96.6 µM]	-0.3%	0.2%	0.0%	-0.9%
KinaseGlo FLuc	-2%	x	-3%	-3%	-4%	2%[39.9 µM]	-6%	1%	3%	-1%
NPSR antagonist	-29%	-3%	9%	-14%	-1%[46.1 µM]	x	2%[46.1 µM]	4%	12%	-2%[46.1 µM]
CBFb-RUNX1 inh	7%	7%	11%	-1%	-4%	32%[89.1 µM]	7%	-1%	0%	17%
LMNA splice mod	x	x	28%[46 µM]	u	13%	x	u	u	-4%	0%

11	CCNC(=O)CC1C(=O)N(c2ccc(F)cc2)C(=O)N1Cc1ccccn1 (stereo not given)
12	CC(C)c1ccccc1NC(=S)NCc1ccccc1F
13	CC(C)Oc1cc(NC(=O)CSCC(=O)Nc2cccc(C(F)(F)F)c2)c(Cl)cc1Cl
14	O=C(CCC(=O)NNC(=O)COc1ccc(Br)cc1Br)NCc1ccccc1
15	CN(CC(=O)N1CCN(c2ccc(F)cc2)CC1)S(=O)(=O)c1ccc2c(c1)c(=O)n(C)c(=O)n2C
16	O=C(CN1CCN(C/C=C/c2ccccc2)CC1)NC(=O)NC1CCCCC1
17	Cc1ccc(/C=N/n2nnnc2N)cc1[N+](=O)[O-]
18	O=C(CSc1ncn[nH]1)c1ccc(OC(F)F)cc1
19	O=C(CSc1nnc(-c2ccccc2)n1Cc1ccccc1)NC1CC1
20	Cn1/c(=N/N=C/c2ccc([N+](=O)[O-])cc2)sc2ccccc21

Screen / compound no.	11	12	13	14	15	16	17	18	19	20
GLA spleen mod	4%	-3%	0%	0%	5%	-8%	0%	-6%	1%	-2%
IMPase Li inh	-6%[38.3 µM]	12%	18%[38.3 µM]	5%	-11%	-1%	-5%[38.3 µM]	-4%	18%[38.3 µM]	9%[38.3 µM]
Epigenetic derep	0.9%	-1.1%	-4.3%	-1.0%	-2.8%	0.0%	0.8%	-2.7%	-2.1%	1.1%
KinaseGlo FLuc	-3%	0%	-1%	0%	0%	0%	-2%	-1%	-2%	-1%
NPSR antagonist	4%[46.1 µM]	-8%	u	-15%	-22%	-3%	-12%[46.1 µM]	12%	-1%[46.1 µM]	0%[46.1 µM]
CBFb-RUNX1 inh	4%	-10%	7%	4%	-3%	0%	4%	5%	8%	1%
LMNA splice mod	9%	6%	u	u	x	x	18%	x	7%	0%

21	O=[N+]([O-])c1ccc(Cl)cc1Sc1nc2ccccc2o1
22	NC(=O)c1sc2nc3c(cc2c1N)CCC3
23	O=C(COC(=O)C1CC2C=CC1C2)NCc1ccco1 (stereo not given)
24	CC(C)(C)NC(=O)CSc1nnc(-c2ccncc2)o1
25	Cc1cc(NC(=O)c2cccnc2)ccc1NC(=O)c1ccco1
26	c1ccc(C(c2ccccc2)N2CC[C@@]3(CCCNC3)C2)cc1
27	Cc1cccc2cc(CN(Cc3cccnc3)C(=O)c3ccccc3F)c(Cl)nc12
28	Cc1ccccc1NC(=O)COc1ccc2c(c1)OC(C)(C)CC2=O
29	C/C(CC(=O)Nc1cccc(F)c1)=N\NC(=O)C(=O)NC1CCCCC1
30	O=c1c2ccccc2c(C=Nc2ccccc2O)c(O)n1-c1nccs1

Screen / compound no.	21	22	23	24	25	26	27	28	29	30
GLA spleen mod	2%	1%	0%	-4%	-4%	1%	-14%	1%	5%	-12%
IMPase Li inh	-5%	-5%	-4%[38.3 µM]	-4%	4%[38.3 µM]	26%	7%	x	-8%	x
Epigenetic derep	7.0%	-0.4%	0.7%	-1.0%	0.0%	x	-3.4%	-0.4%	-1.5%	-1.1%
KinaseGlo FLuc	-3%	-10%	9%	-1%	-20%	-5%	7%	x	1%	x
NPSR antagonist	-8%[46.1 µM]	8%	-8%[46.1 µM]	7%	0%[46.1 µM]	x	u	-7%	9%	47%
CBFb-RUNX1 inh	u	4%	u	0%	3%	x	7%	4%	-12%	5%
LMNA splice mod	u	x	-1%	9%	9%	x	4%	x	-6%	x

# Rewritten bar-delimited: part of the list above
cpd | structure | GLA spleen mod | IMPase Li inh | Epigenetic derep | KinaseGlo FLuc | NPSR antagonist | CBFb-RUNX1 inh | LMNA splice mod
26 | c1ccc(C(c2ccccc2)N2CC[C@@]3(CCCNC3)C2)cc1 | 1% | 26% | x | -5% | x | x | x
21 | O=[N+]([O-])c1ccc(Cl)cc1Sc1nc2ccccc2o1 | 2% | -5% | 7.0% | -3% | -8%[46.1 µM] | u | u
27 | Cc1cccc2cc(CN(Cc3cccnc3)C(=O)c3ccccc3F)c(Cl)nc12 | -14% | 7% | -3.4% | 7% | u | 7% | 4%

# Next section.
31	C/C(=N\NC(=O)C(O)(c1ccccc1)c1ccccc1)c1ccc(C)o1
32	COc1cc(CNc2ccc(N3CCOCC3)cc2)cc(Br)c1OC
33	CC(C)OCCCn1c(NN)nc2ccccc2c1=O
34	Nc1nonc1OCCOCCOCCOc1nonc1N
35	Cc1cc(C)cc(N(C(=O)c2csnn2)C(C(=O)NC(C)(C)C)c2cccs2)c1 (stereo not given)
36	NNc1nc(N)c2c(n1)-c1ccccc1CC21CCCC1
37	COc1ccc(S(=O)(=O)Nc2ccccc2C(=O)NC(C)(C)C)cc1OC
38	O=C(C[n+]1cc(-c2ccc(F)cc2)n2c1CCC2)Nc1nc(-c2ccc(F)cc2)cs1
39	CC(C)CC(=O)OCc1cn(-c2ccccc2)nn1
40	CCCCOc1cccc(C(=O)NC(=S)Nc2cccc(NC(=O)c3ccccc3Cl)c2)c1

Screen / compound no.	31	32	33	34	35	36	37	38	39	40
GLA spleen mod	-2%	2%	-3%	6%	-5%	9%	3%	-2%	u	2%
IMPase Li inh	3%	9%	-1%	-6%	8%[38.3 µM]	-7%	27%[38.3 µM]	12%	-1%[38.3 µM]	3%
Epigenetic derep	-6.9%	-1.2%	-3.7%	-0.4%	-1.1%	0.0%	-2.7%	0.0%	-1.2%	-1.1%
KinaseGlo FLuc	-6%	5%	-2%	x	-2%	4%	2%	-3%	-4%	-1%
NPSR antagonist	3%	-7%	-13%	25%	-27%[46.1 µM]	-7%	-9%[46.1 µM]	10%	-3%[46.1 µM]	-15%
CBFb-RUNX1 inh	-3%	u	16%	1%	-3%	-16%	6%	0%	1%	-12%
LMNA splice mod	-10%	-26%[46 µM]	x	x	9%	-2%	8%	u	4%	-10%

41	Cc1nn(Cc2ccc(Cl)cc2)c(C)c1NC(=O)C(c1ccccc1)c1ccccc1
42	O=[N+]([O-])c1ccccc1NCc1ccc(Cl)cc1
43	O=C1OCc2ccc(NS(=O)(=O)c3ccc(C(F)(F)F)cc3)cc21
44	Cc1cc(C)c(COCc2cc(/C=N/O)c(C)cc2C)cc1/C=N/O
45	CCC(C)(C)C(=O)Nc1ncc(S(=O)(=O)c2ccc([N+](=O)[O-])cc2)s1
46	Cc1cccc2cc(CN(Cc3nnnn3Cc3ccco3)C3CCCC3)c3nnnn3c12
47	NNC(=O)CNC(c1ccccc1)c1cc(Br)ccc1NC(=O)c1cccc(Cl)c1 (stereo not given)
48	COc1cccc(-c2nn3c(-c4cc(C)[nH]n4)nnc3s2)c1
49	CCN1C(C(=O)c2ccccc2)=C(Nc2ccccc2C)c2ccccc2S1(=O)=O
50	CCNc1ncc2nc(-c3ccc(OC)cc3)c(=O)n(CCc3ccccc3)c2n1
51	COc1ccccc1/C=C1\SC(=S)N(CC(=O)Nc2nnc(C)s2)C1=O
52	COc1ccccc1-n1nc(C)c(-c2ccccc2)c1N

Screen / compound no.	41	42	43	44	45	46	47	48	49	50	51	52
GLA spleen mod	-1%	-4%	6%	-3%	-8%	-5%	8%	-3%	4%	-11%	-10%	-2%
IMPase Li inh	9%	-2%[38.3 µM]	x	46%[activator][38.3 µM]	-30%[38.3 µM]	9%	8%	-1%[38.3 µM]	6%	11µM*	3%	-1%
Epigenetic derep	1.0%	1.0%	1.6%	1.7%	0.0%	5.7%	2.2%	0.7%	-1.0%	x	-0.6%	-0.2%
KinaseGlo FLuc	0%	2%	x	-2%	-2%	4%	3%	2%	-4%	x	-2%	1%
NPSR antagonist	-46%	-18%[46.1 µM]	15%	u	-12%[46.1 µM]	u	-52%	-28%[46.1 µM]	-53%	x	-22%	5%
CBFb-RUNX1 inh	-6%	u	9%	0%	-17%	-2%	2%	1%	-7%	x	-3%	9%
LMNA splice mod	u	-6%	x	u	u	-6%	0%	-4%	u	u	u	-9%[9.22 µM]

# This is a subset; rates above refer to the full screens.
